Screens (PubChem BioAssay)
RMI FANCM FP = disruptors of RMI1/RMI2 association with MM2 peptide – biochemical, fluorescence polarization, human, primary screen | FP signal (polarization) at 33 µM | RMI core complex (RMI1/RMI2) binding to FANCM MM2 peptide, human | actives 0.58% (n = 70,000) | RMI core complex with F-MM2 peptide; active compounds read low; in the data active = FP signal below about 40; note: inactives centre near 61; strong numbers were not always called active; unit not given here
* marks the source's active call; other numbers are inactive results; & = joins results of further samples.

RMI FANCM FP	Compound
56	CCOC(=O)/C(C#N)=C/Nc1ccn(C)n1
59	O=C(NCCc1ccccc1)c1ccc2nonc2c1
62	O=C(Oc1ccc(CSc2nc3ccccc3o2)cc1)c1ccccc1
60	O/N=C\C1=C(Cl)c2cc(Cl)ccc2OC1
65	CC(C)(C)n1ncc2c(=O)n(CCC(=O)N3CCN(c4ncccn4)CC3)cnc21
56	O=C(Nc1cccnc1)c1ccc(=O)n(Cc2ccc(F)cc2)c1
52	CC(O)CNc1nc(Nc2ccc3c(c2)OCO3)c2cnn(-c3ccccc3)c2n1 (centres undefined)
61	COc1ccc(CC(=O)NCCOc2ccc(F)cc2)cc1OC
64	Cc1cc(S(=O)(=O)N2CCC(C(N)=O)CC2)c(C)cc1Cl
57	CS(=O)(=O)c1cccc(-c2nnc(NC(=O)/C=C/c3cccc([N+](=O)[O-])c3)o2)c1
64	Cc1ccc(-n2ncc3c(C)nn(CC#N)c(=O)c32)cc1C
60	O=C(NCc1ccccc1Cl)c1cnc2n(c1=O)CCS2
58	NC(=O)CNCCC(c1ccccc1)c1ccccc1
54	Cc1ccc2oc(=S)[nH]c2c1
75	CCOC(=O)Nc1nc(CC(=O)Nc2ccccc2C(C)C)cs1
55&57	O=S(=O)(O)c1nc2ccccc2[nH]1
56	COC(=O)c1ccccc1C(=O)c1ccc(Cl)cc1
64	COc1cc(C)ccc1N(CCCN1C(=O)c2cccc3cccc(c23)C1=O)C(=O)c1cccs1
64	COC(=O)C(C)Sc1nc2c(cnn2-c2cccc(Cl)c2)c(=O)[nH]1 (centres undefined)
59	Cc1cccc(C(=O)N2CCCN(C(=O)c3cccc(C)c3)CC2)c1

Ordered by value in RMI FANCM FP (high to low): seven of the compounds above
RMI FANCM FP	Compound
75	CCOC(=O)Nc1nc(CC(=O)Nc2ccccc2C(C)C)cs1
64	COC(=O)C(C)Sc1nc2c(cnn2-c2cccc(Cl)c2)c(=O)[nH]1 (centres undefined)
60	O=C(NCc1ccccc1Cl)c1cnc2n(c1=O)CCS2
59	Cc1cccc(C(=O)N2CCCN(C(=O)c3cccc(C)c3)CC2)c1
58	NC(=O)CNCCC(c1ccccc1)c1ccccc1
56	COC(=O)c1ccccc1C(=O)c1ccc(Cl)cc1
54	Cc1ccc2oc(=S)[nH]c2c1

Following part
RMI FANCM FP	Compound
49	O=C(Oc1c(-c2ccccc2)c(=O)n2c3c(cccc13)CC2)c1ccccc1
57	CCCCC#Cc1cncc(C(=O)NN)c1
61	O=C(CCc1csc(NC(=O)c2ccc[nH]c2=O)n1)NCc1ccccc1Cl
71	COc1ccc(OC)c(NC(=O)Cn2cnc3c(-c4ccc(Cl)cc4)csc3c2=O)c1
69	C#CCn1c(=NC(=O)Cc2ccccc2)sc2cc(Br)ccc21
55	COc1cccc(C(=O)N2CCN(c3nc4c(C)c(Cl)ccc4s3)CC2)c1OC
63	COc1cccc(OC)c1C(=O)NCC(c1cccn1C)N1CCc2ccccc2C1 (centres undefined)
48	CCC1C2=C(CCCC2=O)NC2=C1C(=O)CCC2
56	Cc1cc(NC(=O)c2ccccc2)no1
53	Cn1cnc([N+](=O)[O-])c1N1CCN(C(c2ccccc2)c2ccccc2)CC1
61	O=C(Cc1csc(Nc2ccc(OC(F)(F)F)cc2)n1)NCc1ccco1
65	Cc1cccc(C)c1NC(=O)C(=O)NC1CCCC1
59	CC1CCCCN1S(=O)(=O)c1cc(Br)ccc1Br (centres undefined)
55	NNC(=O)CNC(=O)COc1ccc(Cl)cc1Cl
84	COc1ccccc1CNCCCCCCNCCCCCCCCNCCCCCCNCc1ccccc1OC
46	O=C(N/C=C/c1cccs1)Nc1ccccc1Cl
51	Cc1ccc(NC(=O)CC(C)CC(=O)O)cc1 (centres undefined)
54&47	O=[N+]([O-])c1c(Sc2ccc(Cl)cc2)ccc2nsnc12
58	CSc1nc(N=Cc2cc3cc(C)ccc3[nH]c2=O)c(-c2ccccc2)s1
81	O=C(/C=C/c1ccccc1)Nc1ccc(N2CCN(c3ccc(C(F)(F)F)cn3)CC2)nc1
72	Cc1ccc2nc(NC(=O)CCc3csc(NC(=O)Nc4ccccc4)n3)sc2c1
62	COc1cc(OC)cc(N2C(=O)C3N=NN(c4ccc(Br)c(C)c4)C3C2=O)c1 (centres undefined)
71	CCCCC(=O)N1CCN(c2ccc(-c3ccc(C)cc3C)nn2)CC1
68	O=C(COc1ccc(Cl)cc1Cl)NCCCn1nc(-c2ccco2)ccc1=O
59	COc1ccc(C2(C)NC(=O)N(CC(=O)NC3CCCC3)C2=O)cc1 (centres undefined)
67	NC(=S)Nc1ccccc1F
56	CN(Cc1ccccc1)C(=O)Nc1ccccc1
54	C=CCn1c(=NC(=O)c2cc(Cl)ccc2Cl)sc2cc3c(cc21)OCCO3
62	Cn1nc2c(c1NC(=O)c1ccc(Cl)s1)CCC2
52	COC(=O)/C=C(/Nc1ccc([N+](=O)[O-])cc1)C(=O)OC
58	NS(=O)(=O)c1ccc(CCNC(=O)Cc2csc(NC(=O)c3ccc(Cl)cc3)n2)cc1
63	O=C(NC(=O)c1ccccc1Cl)C(=O)Nc1ccc(Cl)cc1
62	CC(C)(CO)NCC(O)COc1ccc(-c2ccccc2)cc1 (centres undefined)
53	CC(C(=O)Nc1ccc(S(=O)(=O)Nc2nccs2)cc1)N1C(=O)c2ccccc2S1(=O)=O (centres undefined)
56	Cn1c(NCCN(CCO)CCCc2ccc([N+](=O)[O-])cc2)cc(=O)n(C)c1=O
62	Cn1nc2c(c1NC(=O)c1ccc(S(=O)(=O)N3CCOCC3)cc1)CCC2
62	CSc1nsc(SC)c1C(=O)NCCSCc1ccc(Cl)cc1
59	CC(C)COC(=O)Nc1nc(CC(=O)Nc2ccccc2C(N)=O)cs1
63	COc1ccc(CCNC(=O)c2nn(-c3ccc(F)cc3)cc2OC)cc1OC
63	COc1cccc(C(=O)Nc2cccc(-c3cn4cccnc4n3)c2)c1OC
58	COCCNC(=S)NCCc1cc2c(OC)ccc(OC)c2[nH]c1=O
58	C=C(C)n1c(=O)[nH]c2ccccc21
64	COc1ccc(-n2c(C)nc3ccc(NS(=O)(=O)c4cccc(C(F)(F)F)c4)cc3c2=O)cc1
69	COC(=O)Cn1c(=NC(=O)c2ccnn2C)sc2cc3c(cc21)OCCO3
60	COc1ccc(C2C(C#N)=C(N)Oc3cc(C)n(CCO)c(=O)c32)c(OC)c1OC (centres undefined)
63	CC(C)CNC(=O)NNC(=O)c1cccn(Cc2cccc(F)c2)c1=O
62	Brc1ccc2c(c1)C(c1ccccc1)=Nc1ccc(Br)cc1C(c1ccccc1)=N2
57&54	O=C(N/N=C\c1ccc(O)cc1)N/N=C\c1ccc(O)cc1
60	CCc1ccc(N2C(=O)C3N=NN(c4ccc(F)cc4)C3C2=O)cc1 (centres undefined)
67	Cc1cccc2sc(NCc3cccnc3)nc12

Later entries
RMI FANCM FP	Compound
61	CNCCC=C1c2ccccc2C=Cc2ccccc21
60	NS(=O)(=O)c1ccc(NC(=O)C2CCCN(c3ccc(-c4ccc(Cl)cc4)nn3)C2)cc1 (centres undefined)
75	CC1CCc2c(sc3ncnc(SCC(=O)c4ccc5c(c4)OCCO5)c23)C1 (centres undefined)
63	COc1cn2c(cc1=O)C(=O)N(CCNC(=O)c1ccc(C(F)(F)F)cc1)CC2
53	CC(=O)/C=C/c1ccc(Cl)c(Cl)c1
70	O=C(CCS(=O)(=O)c1ccc(Cl)cc1)Nc1nnc(-c2ccc3c(c2)OCCO3)o1
75	O=S(=O)(NCC1CCN(Cc2cccs2)CC1)c1ccccc1Cl
64	COc1ccc(C(=O)N2CCC3(O)CCCCC3C2)cc1OC (centres undefined)
64	Cc1ccccc1CSC1=NCCN1C(=O)c1ccccc1I
60	COc1ccc(Cc2nnc(C3CCN(C(=O)c4cc(C)on4)CC3)s2)cc1
54	Cc1noc(N)c1C(N)=S
60	O=C(NCc1ccccn1)c1csc2nc(-c3ccc(F)cc3)cn12
157	CCCN1C(=O)/C(=C/c2ccc(N3CCCC3)cc2)NC1=S
59	COc1cccc(N2CC(NC(=O)NCCn3c(C)cc4ccccc43)CC2=O)c1 (centres undefined)
64	CC1=C(/C=C/C(C)=C/C=C/C(C)=C/CO)C(C)(C)CCC1
65	Cn1cc(CC(=O)N2CCN(c3ccccc3F)CC2)c2ccccc21
64	CCN(CC)S(=O)(=O)c1cccc(N=Nc2cc(O)cc3ccccc23)c1
15*	CCOC(=O)c1ccc(N2CCOCC2)c(N=Cc2cc(Cl)cc(Cl)c2O)c1
71	NS(=O)(=O)c1ccc(C(=O)Nc2ccc(-c3nc4cccnc4s3)cc2)cc1
51	COc1cccc(S(=O)(=O)N2CCOCC2)c1
64	Cn1nc2c(c1NC(=O)c1ccc3c(c1)OCO3)CCC2
71&63	O=C1c2cccc3cccc(c23)C(=O)N1CC1CCN(CC(O)COc2ccc3ccccc3c2)CC1 (centres undefined)
66	O=C(NCC1CCN(Cc2ccccc2)CC1)C(=O)Nc1ccon1
61	NS(=O)(=O)c1ccc(CCNC(=O)c2cc(=O)c(OCc3ccccc3)c[nH]2)cc1
51	COC(=O)N(C)Cc1nc2ccccc2n1CC(=O)N1CCOCC1
56	CC(C)c1ccc(Nc2nc3cccnc3s2)cc1
83	COc1ccc2nc(-c3ccc(NC(=O)NCc4ccccc4)cc3)cn2n1
75	CC1Cc2ccccc2N1C(=O)CCCn1nc(-c2ccc(F)cc2)ccc1=O (centres undefined)
59	COc1cccc(CNC(=O)Cc2cc(=O)[nH]c(SCC(=O)N3CCOCC3)n2)c1
62	COc1cccc(C(=O)N(CCn2cccn2)c2nc3c(F)cccc3s2)c1

Some of the entries so far, bar-delimited.
SMILES | RMI FANCM FP
COC(=O)N(C)Cc1nc2ccccc2n1CC(=O)N1CCOCC1 | 51
COc1ccc2nc(-c3ccc(NC(=O)NCc4ccccc4)cc3)cn2n1 | 83
COc1cccc(C(=O)N(CCn2cccn2)c2nc3c(F)cccc3s2)c1 | 62
CC1Cc2ccccc2N1C(=O)CCCn1nc(-c2ccc(F)cc2)ccc1=O (centres undefined) | 75
O=C1c2cccc3cccc(c23)C(=O)N1CC1CCN(CC(O)COc2ccc3ccccc3c2)CC1 (centres undefined) | 71&63
Cn1nc2c(c1NC(=O)c1ccc3c(c1)OCO3)CCC2 | 64
CC(C)c1ccc(Nc2nc3cccnc3s2)cc1 | 56
O=C(NCC1CCN(Cc2ccccc2)CC1)C(=O)Nc1ccon1 | 66
NS(=O)(=O)c1ccc(CCNC(=O)c2cc(=O)c(OCc3ccccc3)c[nH]2)cc1 | 61
COc1cccc(CNC(=O)Cc2cc(=O)[nH]c(SCC(=O)N3CCOCC3)n2)c1 | 59

Other entries follow:
RMI FANCM FP	Compound
65	Cc1nc(N=CNO)ccc1Br
56	O=C(Nc1nc(-c2cccs2)cs1)C1CCCCN1S(=O)(=O)c1cccs1 (centres undefined)
53	O=C(c1c2oc(-c3ccc(Cl)cc3)ccc-2c2ccccc12)C(F)(F)F
58	COc1cc(S(=O)(=O)N2CCN(c3ccccc3)CC2)ccc1Cl
65	Clc1ccc(CNc2nc3c(-c4ccccc4)nnn3c3ccccc23)cc1
56	O=C(O)C(=O)C=C(O)c1ccccc1
39	O=C(Nc1ccc(Cl)cc1)Oc1ccc(C2SCCS2)cc1
62	O=S1(=O)CCC(S(=O)(=O)NCc2ccccc2)C1 (centres undefined)
63	O=C(Nc1nc2ccccc2s1)c1cccc(NS(=O)(=O)c2ccc(F)cc2)c1
59	CCS(=O)(=O)NCCc1csc(-c2ccc(OC)c(OC)c2)n1
56	COc1ccc(CCNC(=O)CSc2nnc(NC(=O)Nc3ccccc3)s2)cc1OC
63	O=c1c2cnn(C3CCS(=O)(=O)C3)c2ncn1Cc1ccc(Cl)cc1 (centres undefined)
70	COc1ccc(-c2n[nH]c(=S)o2)cc1OC
54	Cc1cc(C)n(-c2ccc(N3CCN(C(=O)c4cccc5ccccc45)CC3)nn2)n1
68	COc1cc(C2NCCc3cc(O)c(O)cc32)cc(OC)c1OC (centres undefined)
38	O=C(/C=C/c1ccccc1)NC(=S)Nc1ccc(C(F)(F)F)cc1
55	Cc1csc(NC(=O)c2cn(CC3CCCO3)cc3c(=O)n(-c4ccccc4)nc2-3)n1 (centres undefined)
60	CCc1nnc(NC(=O)CSc2nnc(Cn3c(=O)sc4ccccc43)n2C)s1
64	O=C(Cc1csc(Nc2ccccc2)n1)N1CCc2ccccc21
55	O=S(c1ccc(Cl)cc1)c1ccc(-c2ccccn2)s1 (centres undefined)
72	COc1ccc(CC(=O)NCC2CCN(Cc3ccco3)CC2)cc1
62	COc1ccc(Cc2nnc(C3CCN(C(=O)C(C)(C)C)CC3)s2)cc1
65	CCc1c(C)nc(SCc2nc(-c3ccccc3)no2)[nH]c1=O
59	CCOC(=O)CNC(=O)CSc1nnc(NC(=O)C(C)(C)C)s1
62	CSc1cccc(NC(=O)CSc2nnc([C@H](Cc3ccccc3)NC(=O)OC(C)(C)C)o2)c1
60	O=C(O)CCc1nnc(N/N=C\c2ccc([N+](=O)[O-])cc2)[nH]c1=O
79	CN(c1ccc2c(c1)OCO2)S(=O)(=O)c1ccsc1-c1nc(-c2ccccc2Cl)no1
60	COc1ccc(C(=O)NC(=O)N2CCCCC2)cc1
66	COC(=O)c1ccc2nc(NC(=O)CSC(C)=O)sc2c1
53	O=C(NCc1nnnn1C1CCCCC1)c1ccc2c(c1)OCO2
65	COC(=O)c1ccc(CSc2ccc(NC(=O)C3CC3)nn2)o1
66	Cc1ccc2oc(C(=O)O)cc2n1
73	O=C(NCC1CCN(Cc2ccco2)CC1)c1c(F)cccc1Cl
69	C=CCN1C(=O)C(C)(C)COc2cc(NC(=O)c3cccc(OC)c3OC)ccc21
87	COc1ccc(CNC(=O)CSc2nccn3nc(-c4cccc5ccccc45)cc23)cc1OC
56	O=C(NCC(c1cccs1)N1CCc2ccccc21)C(=O)Nc1cccc([N+](=O)[O-])c1 (centres undefined)
64	Nc1nc(N)n(-c2ccccc2)c(=Nc2ccccc2)n1
52	O=C(O)c1cccnc1SC1CC(=O)N(c2ccc(Cl)cc2[N+](=O)[O-])C1=O (centres undefined)
55	CSc1ccc(C(=O)c2[nH]c(=O)[nH]c2C)cc1

Only part of the results is shown; rates above refer to the full screens.
